CendR NRP1 mod: modulators of CendR peptide binding to human neuropilin-1; inhibition, % at 25 µM; AID 602438; O14786; FAM-RPARPAR peptide binding to NRP-1, fluorescence polarization; 360,000 tested, 0.85% active;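 active = inhibition or corrected inhibition above about 18%, plus a signal ratio from 0.5 to 1.5, limit read from the data, passing the limit was not always enough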; note: strong numbers were not always called active
TbMetRS inhib: Trypanosoma brucei MetRS inhibition; purified T. brucei MetRS, ATP depletion, Kinase-Glo luminescence; inhibition, % at 11.9 µM; 360,000 tested, 0.4% active; AID 624268;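 active = inhibition above a per-plate cutoff of the control wells' mean inhibition plus 3 SD, cut at about 5.5% in these data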;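 note: 0% = DMSO wells median and 100% = median of wells with control inhibitor compound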
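Test system – parasite MetRS enzyme · Reagent – substrates ATP, L-methionine and bulk Escherichia coli tRNA · Doses – 11.9 µM compound single dose, 0.9% DMSO · Times – 15 min enzyme-compound preincubation, 2 h reaction, 10 min detection, 25 °C · Signal – Kinase-Glo luminescence, ATP depletion format · Controls – DMSO-only wells as low control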
SUMO1-SIM PPI: modulators of human SUMO1-mediated protein-protein interactions. AID 602429. inhibition, % at 20 µM. SUMO1 binding to a labelled peptide, TR-FRET, 1 h. P63165. 360,000 tested, 0.33% active; in the data active = inhibition above about 37%
SKN-1 block: inhibitors of C. elegans SKN-1 | C. elegans VP596 Pgst-4::GFP/RFP ratio, acrylamide-induced, 24 h | inhibition, % at 21.8 µM | 360,000 tested, 0.49% active | AID 624304;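 active = interference check ratio from 0.5 to 1.5 plus GFP to RFP signal ratio inhibition reaching or exceeding a fixed threshold, cut at about 30% in these data, passing the limit was not always enough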; note: some compounds called inactive have numbers as strong as hits
Scp-1 inhibitor: inhibitors of human Scp-1 phosphatase; inhibition, % at 20 µM; Q9GZU7; Recombinant Scp1, phosphopeptide, malachite green phosphate absorbance; AID 493091; 340,000 tested, 0.88% active;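 active = inhibition above about 50% at 20 µM, limit read from the data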;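 note: plate controls were DMSO wells with enzyme for no effect and wells lacking enzyme for full effect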
Target sequence (Q9GZU7 76-261 limits assumed): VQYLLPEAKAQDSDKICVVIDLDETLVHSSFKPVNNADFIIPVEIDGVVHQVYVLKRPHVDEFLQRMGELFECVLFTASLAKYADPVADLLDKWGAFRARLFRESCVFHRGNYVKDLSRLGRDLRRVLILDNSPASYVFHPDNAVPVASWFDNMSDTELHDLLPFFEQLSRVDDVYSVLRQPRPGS
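Test system: SCP-1 phosphatase catalytic domain, residues 76-261 | Compound dosing: One concentration, 20 µM, with 1.0% DMSO | Schedule: 45 min room-temperature reaction, 5 min colour, 30 min stabiliser | Detection: Absorbance at 630 nm | Read-out basis: % inhibition of SCP-1 phosphate liberation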
STEP block: inhibitors of human striatal-enriched phosphatase STEP | P54829 | recombinant STEP, OMFP fluorogenic substrate, fluorescence | inhibition, % at 20 µM | 360,000 tested, 0.25% active | AID 588621;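 active = inhibition at 20 µM, scaled per plate between control wells, above about 37%, limit read from the data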;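 note: 0% = DMSO with enzyme and substrate and 100% = substrate only without enzyme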
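System: STEP phosphatase, cell-free reaction; Buffer or medium: Bis-Tris pH 6.0 buffer with DTT, detergent; Incubation: 20 min at room temperature, dark; Measured by: fluorescence, 480/540 nm.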
Neddylation inh: blocks human cullin neddylation. AID 651699. TR-FRET cullin neddylation, biochemical. 360,000 tested, 0.58% active. calls only at 25 µM; in the data active = inhibition above about 36%
Target sequence (P61081 whole entry, looked up): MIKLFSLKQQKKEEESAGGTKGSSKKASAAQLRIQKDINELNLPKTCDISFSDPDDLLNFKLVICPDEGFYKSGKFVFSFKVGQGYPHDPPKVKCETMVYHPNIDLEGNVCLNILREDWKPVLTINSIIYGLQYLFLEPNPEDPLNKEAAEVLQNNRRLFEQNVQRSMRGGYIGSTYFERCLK
Target sequence (Q13564 whole entry, looked up): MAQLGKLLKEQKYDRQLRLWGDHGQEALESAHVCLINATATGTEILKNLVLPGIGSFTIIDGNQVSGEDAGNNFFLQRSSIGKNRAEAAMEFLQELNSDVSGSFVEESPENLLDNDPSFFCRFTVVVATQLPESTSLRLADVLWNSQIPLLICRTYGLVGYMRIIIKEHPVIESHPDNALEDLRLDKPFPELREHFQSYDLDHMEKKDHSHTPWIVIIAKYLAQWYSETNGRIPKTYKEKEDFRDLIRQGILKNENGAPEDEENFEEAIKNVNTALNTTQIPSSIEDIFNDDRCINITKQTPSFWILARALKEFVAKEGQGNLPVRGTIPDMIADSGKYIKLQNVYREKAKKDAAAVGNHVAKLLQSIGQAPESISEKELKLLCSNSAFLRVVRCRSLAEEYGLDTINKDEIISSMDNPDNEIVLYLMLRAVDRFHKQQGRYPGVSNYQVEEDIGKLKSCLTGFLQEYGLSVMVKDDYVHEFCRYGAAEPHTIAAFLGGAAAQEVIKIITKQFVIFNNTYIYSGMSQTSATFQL
NadD inh: inhibitors of Staphylococcus aureus NadD. inhibition, % at 20 µM. purified NadD enzyme, colorimetric absorbance read-out. 360,000 tested, 0.78% active; in the data active = inhibition above about 26%; note: some compounds past the cut are filed as inactive
DNMT1 inh: DNMT1 (human) enzyme inhibition; 360,000 tested, 0.83% active; P26358; DNMT1 molecular beacon, Hinp1I cleavage, fluorescence; AID 588458; inhibition (reported as % activation of signal), % at 10 µM; in the data active = inhibition above about 50%
LMPTP block: blocks human LMPTP phosphatase | P24666 | recombinant LMPTP-A, OMFP fluorogenic substrate, fluorescence intensity | inhibition, % at 20 µM | 360,000 tested, 0.22% active | AID 651560;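 active = compounds that cut the enzyme signal by at least half of the control window in the single-dose screen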;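 note: plate controls were DMSO wells with enzyme plus substrate for no effect and substrate without enzyme for full effect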
Target sequence (P24666 whole entry, looked up): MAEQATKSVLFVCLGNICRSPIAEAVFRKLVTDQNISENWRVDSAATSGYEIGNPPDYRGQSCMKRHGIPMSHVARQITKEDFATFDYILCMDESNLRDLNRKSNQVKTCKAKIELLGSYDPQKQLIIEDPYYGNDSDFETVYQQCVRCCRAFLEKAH
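Test system – LMPTP-A phosphatase enzyme · Quantity – 0.625 nM LMPTP-A final · Reagent – OMFP substrate, 400 µM final · Dosing – one test concentration per compound, 20 µM, with 3% DMSO overall · Timing – 50 min enzyme reaction at room temperature, protected from light · Detection – fluorescence intensity · Controls – substrate-only low control, DMSO enzyme-plus-substrate high control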
The depositor's hits bear a star; i = inactive; . = not tested or not shown.

SMILES | CendR NRP1 mod | TbMetRS inhib | SUMO1-SIM PPI | SKN-1 block | Scp-1 inhibitor | STEP block | Neddylation inh | NadD inh | DNMT1 inh | LMPTP block
COc1ccc(CNc2oc(COc3ccccc3)nc2C#N)cc1 | 2 | -1.0 | 1 | 22 | -9 | 0 | i | 4 | 0 | 1.5
Cc1nonc1C(=O)N1CCCC(Nc2ccc(C(C)C)cc2)C1 (stereo unspecified) | 0 | -0.3 | 3 | 8 | 5 | -1 | i | -8 | 6 | 1.4
Cc1nn(C)cc1C(C)NC(=O)c1cc(COc2c(F)cccc2F)on1 (stereo unspecified) | -15 | 0.0 | -3 | -1 | -2 | -1 | i | 0 | -1 | -0.5
CN(C)CCCN(C(=O)c1ccc(S(=O)(=O)N(C)Cc2ccccc2)cc1)c1nc2cc3c(cc2s1)OCO3 | 9 | -0.4 | -28 | 10 | 4 | 2 | i | 4 | 4 | -2.1
CCC(CO)Nc1ccc(-c2nn(C)c(=O)c3ccccc23)cc1[N+](=O)[O-] (stereo unspecified) | 2 | -0.6 | -26 | -2 | -2 | 0 | i | 7 | -2 | -0.8
CN(C)CCNc1nc(Oc2cccc(F)c2)c2sccc2n1 | 10 | -0.4 | -20 | 12 | . | 1 | i | 5 | -6 | 4.1
COc1ccc(NC(=O)C2CCC(N3C(=O)C4CCCCC4C3=O)CC2)cc1 (stereo unspecified) | 4 | 0.2 | 3 | -6 | -2 | -2 | i | 3 | 2 | -0.9
CCOC(=O)Cn1c(=O)n(C2CCCC2)c(=O)c2ccccc21 | 0 | -1.3 | 2 | -9 | -12 | 0 | i | -2 | 1 | -0.3
COc1ccccc1C(=O)NC(=O)COC(=O)c1cccc(OC(F)F)c1 | -8 | -0.3 | -3 | -8 | -2 | -1 | i | -7 | -1 | 1.4
CC(OC(=O)C1CC(=O)N(Cc2ccco2)C1)C(=O)Nc1cccc(C#N)c1 (stereo unspecified) | 4 | -0.1 | 3 | 3 | -5 | 1 | i | 1 | -2 | -1.6
CCOc1ccc(NC(=O)CC(=O)Nc2ccc(OCC)cc2)cc1 | 5 | -0.2 | -3 | -18 | -7 | -3 | i | -8 | 7 | -1.7
Cc1nc(/C=C/c2ccccc2)[nH]c(=O)c1-c1ccccc1 | -8 | -0.6 | 13 | 9 | -4 | 1 | i | -4 | 1 | -1.1
CC(=O)N1CCOc2ccc(S(=O)(=O)N3CCN(c4cc(C)ccc4C)CC3)cc21 | 1 | 0.4 | 3 | 13 | -4 | -1 | i | 5 | -3 | 2.7
CCCOc1ccc(/C(O)=C2\C(=O)C(=O)N(c3ccccn3)C2c2ccccc2F)cc1C (stereo unspecified) | 13 | -0.7 | -17 | 4 | -2 | 4 | i | 21 | 5 | 13
O=C(Nc1ccc(CN2CCOCC2)cc1)c1cc(Br)ccc1Cl | -9 | 0.3 | 0 | 10 | -1 | 2 | i | -1 | 0 | 0.1
O=C(CSc1n[nH]c(=O)[nH]c1=O)c1ccc([N+](=O)[O-])cc1 | 21 | 0.0 | -38 | 3 | -12 | -3 | i | -9 | 1 | -2.0
CN1CCC(N(C)S(=O)(=O)c2ccc(Cl)cc2)CC1 | -2 | -0.3 | -6 | 3 | -6 | 1 | i | 8 | -8 | -2.0
CCOc1ccc(Br)cc1C(=O)N/N=C/c1cccnc1 | 0 | 2.2 | -7 | 8 | -4 | 1 | i | -1 | 0 | 0.7
O=C(Nc1cccnc1)c1cc(-c2ccc(Br)cc2)on1 | -17 | -0.5 | 3 | 7 | -2 | -1 | i | -1 | 8 | 8.7
COc1ccccc1NC(=O)CCN1C(=O)/C(=C/c2cc(OC)c(OC)c(OC)c2)SC1=S | -9 | -0.2 | 11 | 2 | -6 | -2 | i | 5 | 4 | 2.6

Profiles, looked up by structure. Values in the order: CendR NRP1 mod	TbMetRS inhib	SUMO1-SIM PPI	SKN-1 block	Scp-1 inhibitor	STEP block	Neddylation inh	NadD inh	DNMT1 inh	LMPTP block
COc1ccc(NC(=O)C2CCC(N3C(=O)C4CCCCC4C3=O)CC2)cc1 (stereo unspecified) is listed with 4	0.2	3	-6	-2	-2	i	3	2	-0.9
Cc1nc(/C=C/c2ccccc2)[nH]c(=O)c1-c1ccccc1 is listed with -8	-0.6	13	9	-4	1	i	-4	1	-1.1
O=C(CSc1n[nH]c(=O)[nH]c1=O)c1ccc([N+](=O)[O-])cc1 is listed with 21	0.0	-38	3	-12	-3	i	-9	1	-2.0
CN(C)CCNc1nc(Oc2cccc(F)c2)c2sccc2n1 is listed with 10	-0.4	-20	12	.	1	i	5	-6	4.1
O=C(Nc1cccnc1)c1cc(-c2ccc(Br)cc2)on1 is listed with -17	-0.5	3	7	-2	-1	i	-1	8	8.7

(cont.)
SMILES | CendR NRP1 mod | TbMetRS inhib | SUMO1-SIM PPI | SKN-1 block | Scp-1 inhibitor | STEP block | Neddylation inh | NadD inh | DNMT1 inh | LMPTP block
CCSc1ccc(C(=O)Nc2cccc(C)n2)cc1[N+](=O)[O-] | 2 | -0.5 | -7 | 1 | -1 | 4 | i | -5 | 3 | 4.7
CO[C@@H]1CN(C)C(=O)c2ccc(NC(C)=O)cc2OC[C@@H](C)N(C(=O)NC2CCCCC2)C[C@H]1C | 0 | 0.1 | 10 | -8 | . | . | i | . | . | -1.0
Cc1c(O)ccc(C(=O)COc2ccc(F)cc2)c1O | -8 | -1.3 | -2 | -14 | -2 | -3 | i | -4 | -3 | -2.2
O=C(NCCCCc1ccccc1)c1cccc(NC(=O)C2CCCCC2)c1 | 0 | -1.7 | 0 | 2 | -5 | -1 | i | -12 | -4 | 1.4
O=C(Nc1sc2c(c1C(=O)O)CCC2)c1ccccc1 | -17 | -0.3 | 10 | 3 | 58* | 23 | i | -1 | 82* | 8.9
Cc1cc(CNC(=O)c2cccc([N+](=O)[O-])c2)c2ccccc2n1 | -5 | -0.7 | -19 | 5 | 11 | -4 | i | -11 | 0 | 3.1
CCN(CC)S(=O)(=O)c1ccc(C)c(NC(=O)CNCCN(C(C)C)C(C)C)c1 | 12 | -0.4 | -1 | -1 | -4 | 3 | i | 1 | -1 | -2.0
Cc1ccc(-c2nc(N/N=C/c3cccnc3)c3ccccc3n2)cc1 | 1 | -6.2 | -3 | 13 | -2 | 1 | i | -8 | -5 | 11
Cc1ccc(N(C(=O)CC2NC(=O)NC2=O)C2(C(=O)NC3CCCC3)CCCCC2)cc1 (stereo unspecified) | 7 | -1.4 | -2 | 0 | 6 | -2 | i | -5 | 3 | -2.0
O=C(CN1C(=O)C2CC=CCC2C1=O)NCC(=O)Nc1ccc(F)c(F)c1 (stereo unspecified) | -5 | -0.4 | 2 | 6 | 4 | 0 | i | -6 | 1 | 0.0
C[C@H](CO)N1C[C@H](C)[C@@H](CN(C)C(=O)Nc2ccc3c(c2)OCO3)Oc2ccc(NC(=O)Cc3ccccc3)cc2C1=O | 6 | 0.5 | 0 | 24 | 28 | 2 | i | 8 | 2 | -0.1
CCOc1ccc(/C=C/C(=O)OC(C)C(=O)NC2CCCCC2C)cc1OC (stereo unspecified) | -3 | -0.3 | -13 | 9 | -10 | 0 | i | 4 | 1 | -0.4
COc1ccc(CNS(=O)(=O)c2c(C)[nH]c(C)c2C(=O)N2CCCC2)cc1 | 9 | -0.5 | 5 | -2 | -6 | 3 | i | -3 | 2 | -2.8
Cc1ccc(CNc2nc3ccccc3n3nnnc23)cc1 | -2 | -0.5 | -14 | 0 | -4 | -3 | i | 3 | 2 | -1.8
COc1cccc(C(=O)N/N=C(\C)CC(=O)Nc2ccc(N(C)C)cc2)c1 | 12 | 1.3 | -5 | 3 | -3 | 0 | i | -5 | 0 | 1.0
CSc1ncccc1C(=O)Nc1nc2ccc(F)cc2s1 | -9 | -0.3 | 3 | -4 | -7 | -1 | i | -4 | 0 | 1.5
CCCCCCCOc1ccc(C(=O)Nc2cccnc2)cc1 | 5 | -0.3 | 6 | -1 | 6 | 8 | i | 6 | -1 | 3.3
Cc1[nH]n(-c2ccccc2)c(=O)c1N=Nc1ccc(C(=O)O)cc1 | -3 | -0.8 | -27 | -5 | -8 | -1 | i | -3 | -4 | 0.9
Cc1cc(C)c2nc(NNC(=O)c3ccc(S(=O)(=O)N4CCCCC4)cc3)sc2c1 | 5 | -0.7 | 2 | 13 | -12 | 2 | i | 19 | -15 | 0.2
CCCCc1nc2cc(C(=O)N3CCNC(=O)C3CC(=O)OC)ccc2o1 (stereo unspecified) | 2 | -0.2 | 5 | 11 | -3 | -6 | i | -3 | 2 | -0.6
O=C1CC(c2ccco2)Sc2ccccc2N1 (stereo unspecified) | 7 | -0.8 | 8 | 5 | -5 | 1 | i | -4 | 3 | -1.4
CCc1noc(C)c1C(=O)Nc1nc(-c2ccccc2)c(C(C)=O)s1 | -8 | -0.3 | -16 | 10 | -6 | -2 | i | -5 | -2 | -1.4
CCOC(=O)c1c(C)c(C(=O)Nc2cc(OC)ccc2OC)c(C)n1CC | 9 | -1.3 | -2 | 2 | -1 | 0 | i | -2 | -7 | 0.4
Cc1ccc(NS(=O)(=O)c2ccc(NC(=O)c3cccs3)cc2)cc1 | 10 | 0.1 | 5 | 0 | -11 | -2 | i | 3 | -8 | 0.2
CC(C)N1CCN(S(=O)(=O)c2ccc3ccccc3c2)CC1 | -7 | -0.4 | -4 | 2 | -8 | 4 | i | -5 | 2 | -1.2
O=C1CSC(=S)N1/N=C/C=C/c1ccccc1 | -20 | -0.8 | -1 | 4 | -1 | 1 | i | 12 | -14 | 0.3
Cc1ccc(S(=O)(=O)Oc2cccc(N3C(=O)C4CC=CCC4C3=O)c2)cc1 (stereo unspecified) | 6 | -0.1 | 1 | -8 | -9 | -2 | i | -7 | 1 | -0.8
COc1ccc(-n2c(=O)c3c4c(sc3n(CC(=O)NCc3ccco3)c2=O)CCC4)c(OC)c1 | -10 | -1.0 | 1 | -6 | -6 | 0 | i | 10 | -5 | 0.6
CCOc1ccc2nc(SC3CC(=O)N(c4ccc(C)cc4)C3=O)sc2c1 (stereo unspecified) | 3 | -0.9 | -1 | 10 | -1 | 2 | i | 0 | 1 | 0.8
CC(C)(C)NC(=O)C(c1ccccc1F)n1c(=O)c(-c2ccco2)nc2ccccc21 (stereo unspecified) | -48 | -0.2 | -11 | 7 | . | . | . | . | . | 0.4
Cc1cccc(NC(=S)N(CCCN2CCOCC2)Cc2cn(C)c3ccccc23)c1 | -14 | -1.1 | 2 | -5 | -4 | 1 | i | -6 | 0 | -2.3
O=C(CCNS(=O)(=O)c1cccs1)N1CCN(c2ccc(F)cc2)CC1 | -37 | -0.2 | 8 | 16 | 3 | 1 | i | -3 | -3 | 0.1
COc1ccc(-n2nc3ccc(NS(C)(=O)=O)cc3n2)cc1Cl | 0 | -0.3 | 4 | 5 | -12 | -3 | i | -1 | -26 | 0.8
